Screens (PubChem BioAssay)
PriA SSB inh – inhibitors of Klebsiella pneumoniae PriA binding to SSB C-terminal tail, primary screen, biochemical, AlphaScreen; PriA–SSB C-terminal tail interaction (Klebsiella pneumoniae); AlphaScreen SSBct-PriA binding, biotinylated peptide; AID 1272365, 2023; inhibition, % at 33 µM; 430,000 compounds, 0.6% hits; in the data active = inhibition mostly above about 37%, no sharp cut-off; inactive = mostly below about 20%;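 note: plate controls were negative control peptide for no effect and reference peptide for full effect; strong numbers were not always called active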
TcdB GH inh – TcdB glycohydrolase inhibitors, primary screen, biochemical, single point, plate reader; TcdB glycohydrolase enzymatic assay; 350,000 compounds, 0.24% hits; AID 652162, 2013; inhibition, % at 9.99 µM; Toxin B (Clostridioides difficile), P18177; in the data active = inhibition above about 10%
Anthrax LF inh2 – Bacillus anthracis LF protease inhibitors, primary screen, biochemical, multiplex microsphere, MLPCN library | 360,000 compounds, 0.12% hits | multiplex microsphere protease cleavage assay | Lethal factor (Bacillus anthracis), P15917 | inhibition, % at 10 µM | AID 588501, 2011; in the data active = inhibition above about 30%; note: plate controls were buffer without enzyme for full effect and enzyme alone for no effect
VHR inh abs – VHR1 phosphatase inhibitors, primary screen, biochemical, absorbance, uHTS; 290,000 compounds, 0.52% hits; inhibition, % at 13.3 µM; recombinant VHR phosphatase, pNPP absorbance; Dual specificity protein phosphatase 3 (Homo sapiens), P51452; in the data active = inhibition above about 50%; note: some compounds called inactive have numbers as strong as hits
Target sequence (P51452 whole entry, looked up): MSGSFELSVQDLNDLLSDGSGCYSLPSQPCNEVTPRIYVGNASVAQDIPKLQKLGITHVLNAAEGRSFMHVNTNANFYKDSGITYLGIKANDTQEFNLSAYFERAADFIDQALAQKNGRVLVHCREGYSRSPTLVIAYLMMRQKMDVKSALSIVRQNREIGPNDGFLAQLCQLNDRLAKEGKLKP
Vc quorum ag – inducers of Vibrio cholerae quorum light production without autoinducers, primary screen, BH1578 luxS cqsA deficient, single point; activation, % at 18.7 µM; V. cholerae BH1578 lux reporter, luminescence, 6 h; 350,000 compounds, 0.16% hits; in the data active = activation mostly above about 9.7%, no sharp cut-off; note: not every result past the cut was called active; inactives centre near 0; reference of the scale not given here
Rv3671c protease – Rv3671c serine protease inhibitors, primary screen, biochemical, fluorescence polarization, M. tuberculosis H37Rv; P9WHR9; inhibition, % at 5.96 µM; 320,000 compounds, 0.048% hits; AID 2606, 2010; in the data active = inhibition above about 38%;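 note: extracellular domain of Rv3671c used as enzyme; 0% = enzyme with DMSO and 100% = no enzyme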
Target sequence (P9WHR9 whole entry, looked up, the tested form may be a part): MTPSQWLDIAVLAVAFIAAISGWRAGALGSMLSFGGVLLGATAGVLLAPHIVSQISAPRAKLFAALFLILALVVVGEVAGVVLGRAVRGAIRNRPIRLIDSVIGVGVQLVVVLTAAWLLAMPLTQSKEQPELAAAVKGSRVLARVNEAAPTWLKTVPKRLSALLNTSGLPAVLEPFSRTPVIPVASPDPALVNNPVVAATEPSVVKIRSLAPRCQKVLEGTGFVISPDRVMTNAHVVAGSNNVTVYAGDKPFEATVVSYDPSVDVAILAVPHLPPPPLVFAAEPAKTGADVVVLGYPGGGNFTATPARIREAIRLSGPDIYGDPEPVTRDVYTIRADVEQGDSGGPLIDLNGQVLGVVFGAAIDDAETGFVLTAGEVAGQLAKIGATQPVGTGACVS
MazEF act – activators of E. coli MazEF toxin-antitoxin RNase, primary screen, biochemical, fluorescence, uHTS. 350,000 compounds, 0.32% hits. FAM/BHQ RNA-DNA oligo cleavage fluorescence, 5 h. activation, % at 20 µM; in the data active = activation above about 50%
Target sequence (P0AE70 whole entry, looked up): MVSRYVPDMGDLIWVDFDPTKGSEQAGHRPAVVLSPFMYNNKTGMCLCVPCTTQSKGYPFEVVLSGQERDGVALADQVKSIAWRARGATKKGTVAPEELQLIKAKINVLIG
Yp Topo-I inh – Yersinia pestis topoisomerase I inhibitors, primary screen, biochemical, cleavage product accumulation, plate reader, single point; activity, % at 10 µM; 360,000 compounds, 0.064% hits; AID 504884, 2011; Y. pestis Topo-I cleavage product accumulation; in the data active = activity above about 50%, passing the limit was not always enough; note: inactives centre near 2
3CLpro inhibitor – SARS-CoV 3CLpro protease inhibitors, primary screen, biochemical, quenched FRET; Replicase polyprotein 1ab (Severe acute respiratory syndrome coronavirus), P0C6X7; recombinant SARS-CoV 3CLpro, quenched FRET peptide cleavage; inhibition, % at 6 µM; 290,000 compounds, 0.14% hits; in the data active = inhibition above about 12%
PfHsp40 rescue – rescue of yeast from PfHsp40 toxicity, primary screen, S. cerevisiae, ATP luminescence | S. cerevisiae expressing PfHsp40, growth rescue | growth rescue, % at 12.5 µM | 340,000 compounds, 0.68% hits; in the data active = growth rescue above about 28%, passing the limit was not always enough;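 note: yeast W303a lacking pdr1 and pdr3 grown in galactose medium; growth measured after three days at 30 °C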
An asterisk follows results filed as active; i = inactive; / = no result given. Not all compounds are listed; count on the stated rates, not on these rows.

SMILES	PriA SSB inh	TcdB GH inh	Anthrax LF inh2	VHR inh abs	Vc quorum ag	Rv3671c protease	MazEF act	Yp Topo-I inh	3CLpro inhibitor	PfHsp40 rescue
Cn1c(CC(=O)Nc2ccc(F)cc2)nnc1SCC(=O)NC1CCCCC1	4	1.2	-2	2	-0.3	0	8	5	3	2.0
COc1cc(SC)ccc1C(=O)NC1CCCc2ccccc21 (stereo unspecified)	-10	1.1	-4	-7	-0.3	-15	-19	28	-3	1.1
CC(=O)Nc1ccc(S(=O)(=O)N2CCCC(C(=O)N3CCN(c4ccccc4)CC3)C2)cc1 (stereo unspecified)	7	1.7	-4	21	-0.6	-8	1	12	-3	0.8
COc1cc(/C=N/NC(=O)c2ccc(NC(=O)C3CC3)cc2)ccc1OC(C)=O	/	0.6	1	14	-0.3	-6	-4	3	1	0.2
COc1ccc(Cn2nnnc2C(c2ccccc2)N2CCN(C3CCCC3)CC2)cc1 (stereo unspecified)	-7	/	-2	3	-0.7	/	5	10	1	-0.6
O=C(Nc1ccc(S(=O)(=O)Nc2nccs2)cc1)c1nn(-c2ccccc2)ccc1=O	-7	0.4	0	39	-0.3	-3	6	2	-8	1.9
CC1CC(C)CN(c2ncc3c(n2)CC(c2ccccc2Cl)CC3=O)C1 (stereo unspecified)	8	/	-5	10	-0.5	3	1	11	0	-0.3
Cc1cn(CC(=O)N(C)Cc2ccco2)c(=O)[nH]c1=O	-9	0.2	-6	/	-0.9	/	4	-8	/	-1.5
CC(=NCc1ccccc1)c1ccccc1O	/	0.7	2	/	-2.9	/	-1	-3	/	/
CCc1ccc(C(=O)C(C)OC(=O)c2nc3nc(C)cc(C)n3n2)cc1 (stereo unspecified)	-6	2.1	0	/	i	-8	-2	7	/	0.2
FC(F)(F)c1ccccc1NC(=S)N/N=C1\CC2CC=CC12 (stereo unspecified)	/	-0.2	2	-5	-0.9	/	-1	-1	-1	-0.7
CCCCC(CCC(=O)Nc1nccs1)C(=O)O (stereo unspecified)	-1	/	-2	-16	1.4	9	0	4	3	0.0
O=c1cc(O)nc(-c2ccccc2)s1	-4	2.6	-8	22	i	-1	0	9	1	-1.0
CCCN(CCC)c1nc2ccccc2nc1C(C#N)C(=O)OCCOC (stereo unspecified)	-12	/	17	-2	-1.1	-13	-6	39	-8	0.9
CCCCCCCCCOC(=O)C[n+]1csc(CCO)c1C	-12	/	5	-15	i	4	-6	11	2	2.2
O=C(COC(=O)c1ncc(Cl)c(Cl)c1Cl)NNC(=O)c1ccccc1	0	-0.7	-5	/	i	-6	3	8	/	1.1
COc1ccc(CCC(=O)NNC(=O)Cn2nc(C)cc2C)cc1	0	0.7	3	1	-0.5	-1	3	6	0	0.4
CCOc1ncccc1C(=O)OCC(=O)Nc1ccc(S(=O)(=O)N2CCCC2)cc1	-4	0.3	-4	/	i	-9	-2	4	/	-0.5
CC(N=Cc1cccc(O)c1O)c1ccccc1 (stereo unspecified)	8	/	2	0	-1.4	-2	13	3	1	-1.3
O=C(COC(=O)CCC(=O)c1ccc(F)cc1)Nc1nnc(-c2ccccc2)o1	3	1.1	-4	/	i	0	-1	2	/	0.3
COc1ccc(C(C)N2CC34C=CC(O3)C(C(=O)OCC(C)C)C4C2=O)cc1 (stereo unspecified)	/	/	/	12	i	/	/	/	-7	1.2
COCCn1c(=O)[nH]c(=O)c2c1nc(-c1ccc(-c3ccc(Cl)cc3[N+](=O)[O-])o1)n2Cc1ccccc1	18	0.1	-1	14	-0.4	-43	6	41	-23	-1.4
Cc1nc2cc(F)ccc2n1C1CCN(Cc2nnnn2CCc2ccccc2)CC1	1	/	-2	16	i	-1	15	30	-3	-1.1
O=c1[nH]c(=O)n(-c2ccccc2)c(O)c1/C=C1/C(c2ccccc2)=Nc2ccccc21	/	/	0	3	i	-17	4	1	0	0.5
NS(=O)(=O)c1ccc(CNC(=O)c2sccc2-c2ccccc2)cc1	-11	1.1	-2	24	-0.4	-1	0	5	-1	-1.3
O=C(O)/C=C/c1cn(Cc2ccccc2)nc1-c1cccnc1	-6	0.1	3	1	i	-1	9	1	4	-0.1
CCOc1ccc(/C=N/NC(=O)c2cc(-c3ccco3)nc3ccccc23)cc1	/	/	-3	8	-0.4	-26	4	0	3	0.6
COc1ccc(-c2csc(NC(=S)NC(=O)c3ccc(S(=O)(=O)N(C)C)cc3)n2)cc1OC	0	0.9	-2	10	/	-5	0	2	3	0.0
CC(CCc1ccccc1)NC(=O)CN1C(=O)NC2(CCCCC2)C1=O (stereo unspecified)	-10	-0.6	0	18	-0.4	-4	1	-13	0	0.0
CCn1ccnc1[C@@H]1C[C@H]2CN(Cc3ccccc3OC)C(=O)[C@]23CCCN13	3	1.6	3	18	-0.1	0	1	6	5	-1.2
CC1CCN(c2cc(N3CCOCC3)c([N+](=O)[O-])cc2F)CC1	5	/	-2	-1	-14	2	7	8	4	1.1
O=C(COc1ccccc1[N+](=O)[O-])Nc1ccccc1N1CCCC1	23	1.5	-3	1	-0.2	4	0	24	-1	0.0
C=CCN(CC(=O)NCC1CCCO1)C(=O)CCC(=O)Nc1cc(C)on1 (stereo unspecified)	-13	0.1	2	2	-0.4	-1	-2	2	5	2.5
Cc1cccc(NC(=O)Cc2nnc(NC(=O)Nc3ccccc3F)s2)c1	9	0.2	1	66	-2.2	-2	-9	21	-1	-1.7
COCCNC(=O)C1(C)CCCN(C(=O)c2ccc(C)c(F)c2)C1 (stereo unspecified)	/	1.4	-4	/	-5.0	/	/	4	/	/
COc1ccc(CCNC(=O)CCS(=O)(=O)c2ccc(C)cc2)cc1OC	-11	/	-6	19	-0.5	-6	2	6	1	5.1

Reprinted at random: two compounds from above
SMILES	PriA SSB inh	TcdB GH inh	Anthrax LF inh2	VHR inh abs	Vc quorum ag	Rv3671c protease	MazEF act	Yp Topo-I inh	3CLpro inhibitor	PfHsp40 rescue
NS(=O)(=O)c1ccc(CNC(=O)c2sccc2-c2ccccc2)cc1	-11	1.1	-2	24	-0.4	-1	0	5	-1	-1.3
CCCCC(CCC(=O)Nc1nccs1)C(=O)O (stereo unspecified)	-1	/	-2	-16	1.4	9	0	4	3	0.0

Further compounds
SMILES	PriA SSB inh	TcdB GH inh	Anthrax LF inh2	VHR inh abs	Vc quorum ag	Rv3671c protease	MazEF act	Yp Topo-I inh	3CLpro inhibitor	PfHsp40 rescue
COc1cccc(CSc2nnnn2-c2ccc(O)cc2)c1	-15	0.8	3	9	-1.2	-7	-30	-2	0	-1.6
O=[N+]([O-])c1ccc(NN=Cc2ccc(O)cc2)nc1	-4	2.9	-8	/	0.8	/	7	-1	/	0.5
CCOC(=O)N1CCC(NC(=O)c2ccc3c(c2)N(C)C(=O)/C(=C/c2cccc(OC)c2)S3)CC1	-5	1.0	1	2	-0.3	-12	4	20	-1	3.7
COc1ccc(CN2CCC(n3nccc3NC(=O)C3CC3)CC2)cc1O	7	0.8	-1	-17	-7.7	1	1	-6	0	-3.4
C=CCN(c1ccc(C(=O)Nc2cccc([N+](=O)[O-])c2)cc1)S(C)(=O)=O	2	2.6	1	31	-1.8	-12	5	-10	4	5.6
COC(=O)c1ccccc1NC(=O)c1cc(C2CC2)on1	-9	0.9	-13	15	-0.3	0	-14	1	-6	-0.9
COc1ccc(N(CC(=O)NCc2ccc(F)cc2)C(=O)CCC(=O)Nc2ccccn2)cc1	-5	-1.8	2	29	-0.3	6	-8	13	0	-0.4
Cc1ccc(N(C(=O)c2csnn2)C(C(=O)NCc2ccccc2)c2cccnc2)cc1 (stereo unspecified)	-17	1.3	0	7	0.6	-1	-3	3	-2	0.2
CC[C@]12c3[nH]c4cc(CCC(=O)N(C)C)ccc4c3CCN1C(=O)[C@@H](CC(=O)NCc1cccc(C(F)(F)F)c1)C[C@@H]2C(=O)N1CCN(C(=O)c2ccco2)CC1	-3	0.3	8	/	-0.7	/	0	24	/	1.0
COc1ccc(-c2[nH]ncc2CN(C)CCN2CCOCC2)cc1F	-16	-1.7	-4	8	-1.8	4	-10	2	-5	-1.2
O=C1CCN(C(=O)CCCn2c(=O)oc3ccccc32)CC1	2	2.4	2	21	0.6	-7	-5	4	-1	-1.1
Cc1ccc2c(c1)nnn2C1CCN(CC(=O)NCCc2nc3ccccc3[nH]2)CC1	-11	/	0	28	-0.4	-12	3	19	0	-1.8
CN(Cc1cccs1)C(=O)Cc1csc(-c2ccccc2)n1	-7	0.3	2	-25	i	-9	-1	15	4	-1.0
O=C(O)C1CC(=O)N(CCc2ccccc2)C1 (stereo unspecified)	-19	/	-2	8	-2.0	-2	4	6	0	0.8
Cc1ccc(C2c3[nH]c4ccccc4c3C[C@H]3C(=O)N(c4ccccc4C(=O)NCCCN4CCOCC4)C(=O)N23)cc1 (stereo partly specified)	13	1.5	-4	0	0.4	-10	5	26	-2	0.3
N#Cc1ccc(C(=O)N2CCCC(c3cc(C(=O)NCc4cccnc4)no3)C2)cc1 (stereo unspecified)	/	0.6	-8	/	i	/	/	-1	/	/
COc1ccc(-c2noc(CCC(=O)NCCCN3CCC(Cc4ccccc4)CC3)n2)cc1	8	/	0	21	-3.4	-8	4	15	-1	-1.0
C/C(=N\NC(=O)c1cc(-c2ccccn2)nc2ccccc12)c1cccc([N+](=O)[O-])c1	/	0.3	-2	-17	-1.3	0	3	0	-1	-0.9
CC(=O)c1cc(CN2CCN(C3CCN(C(C)C)CC3)C(CCO)C2)cs1 (stereo unspecified)	-2	-0.4	-2	22	-0.3	-5	3	0	-3	-1.0
CC(C)N1CCC(N2CCN(Cc3cc(F)ccc3-n3cccn3)CC2CCO)CC1 (stereo unspecified)	-2	0.9	-8	25	3.0	9	11	-8	3	-1.6
Cc1cc(=O)n2nc(N3CCCC(C(=O)N4CCOCC4)C3)sc2n1 (stereo unspecified)	-5	/	5	0	i	6	-5	0	-1	-1.3
COc1ccc(CNC(=O)c2ccc(NC(=O)C3CCCO3)cc2)cc1 (stereo unspecified)	-18	/	2	-6	/	-7	10	1	3	-0.7
COC1CCN(Cc2c(C(=O)N3CCc4ccccc4C3)nc3ccc(Cl)cn23)CC1	3	1.3	-4	18	-1.7	-9	7	16	5	0.9
CN1CCN(c2ccc(CNC(=O)c3ccc(-c4ccc(F)c(F)c4)c4ccoc34)cc2)CC1	/	1.0	-9	/	i	/	/	5	/	/
O=C(CSc1ccc([N+](=O)[O-])cc1)c1ccccc1	2	0.0	-5	/	1.6	/	11	-1	/	-0.5
COc1cc(/C=N/Nc2nc(N3CCCC3)nc(N3CCCC3)n2)ccc1O	/	/	-3	17	0.2	1	1	3	-1	-1.9
CCOc1ccc2ccccc2c1/C=N/NC(=O)CNC(=O)c1ccccc1F	/	2.5	-11	-8	-0.3	-13	4	29	4	0.1
Cc1ccc(NC(=O)CSc2nnc(COc3ccc(C#N)cc3)n2-c2ccccc2)cc1C	-13	/	0	0	-3.8	-7	4	11	1	-0.4
Cc1ccc(CN2CCN(Cc3ccc(OC(C)C)cc3)CC2CCO)o1 (stereo unspecified)	-6	0.5	0	4	-2.3	-2	-1	-2	3	0.1

Some values from the entries so far:
Under Vc quorum ag, Cc1ccc(CN2CCN(Cc3ccc(OC(C)C)cc3)CC2CCO)o1 (stereo unspecified) has -2.3
Under PfHsp40 rescue, O=C(CSc1ccc([N+](=O)[O-])cc1)c1ccccc1 has -0.5
Under Yp Topo-I inh, CCOc1ccc2ccccc2c1/C=N/NC(=O)CNC(=O)c1ccccc1F has 29
Under 3CLpro inhibitor, COc1cc(/C=N/Nc2nc(N3CCCC3)nc(N3CCCC3)n2)ccc1O has -1
